# PABP1 MLLE inh: inhibitors of microRNA-mediated deadenylation, human PABP1 MLLE binding. GST-MLLE / FITC-PAM2 fluorescence polarization. 360,000 compounds, 0.36% hits. AID 588489. P11940. inhibition, % at 20 µM; in the data active = inhibition above about 35%, passing the limit was not always enough;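 note: plate controls were DMSO wells with GST-MLLE for no effect and wells lacking GST-MLLE protein for full effect; some results filed as inactive read as strong as hits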
# Rin1 Abl inh: inhibitors of human Rin1-Abl protein interaction. 360,000 compounds, 0.4% hits. TR-FRET Rin1/Abl binding, biochemical. AID 588664. inhibition, % at 7.35 µM; in the data active = inhibition above about 5%, passing the limit was not always enough
# Target sequence (P00519 whole entry, looked up): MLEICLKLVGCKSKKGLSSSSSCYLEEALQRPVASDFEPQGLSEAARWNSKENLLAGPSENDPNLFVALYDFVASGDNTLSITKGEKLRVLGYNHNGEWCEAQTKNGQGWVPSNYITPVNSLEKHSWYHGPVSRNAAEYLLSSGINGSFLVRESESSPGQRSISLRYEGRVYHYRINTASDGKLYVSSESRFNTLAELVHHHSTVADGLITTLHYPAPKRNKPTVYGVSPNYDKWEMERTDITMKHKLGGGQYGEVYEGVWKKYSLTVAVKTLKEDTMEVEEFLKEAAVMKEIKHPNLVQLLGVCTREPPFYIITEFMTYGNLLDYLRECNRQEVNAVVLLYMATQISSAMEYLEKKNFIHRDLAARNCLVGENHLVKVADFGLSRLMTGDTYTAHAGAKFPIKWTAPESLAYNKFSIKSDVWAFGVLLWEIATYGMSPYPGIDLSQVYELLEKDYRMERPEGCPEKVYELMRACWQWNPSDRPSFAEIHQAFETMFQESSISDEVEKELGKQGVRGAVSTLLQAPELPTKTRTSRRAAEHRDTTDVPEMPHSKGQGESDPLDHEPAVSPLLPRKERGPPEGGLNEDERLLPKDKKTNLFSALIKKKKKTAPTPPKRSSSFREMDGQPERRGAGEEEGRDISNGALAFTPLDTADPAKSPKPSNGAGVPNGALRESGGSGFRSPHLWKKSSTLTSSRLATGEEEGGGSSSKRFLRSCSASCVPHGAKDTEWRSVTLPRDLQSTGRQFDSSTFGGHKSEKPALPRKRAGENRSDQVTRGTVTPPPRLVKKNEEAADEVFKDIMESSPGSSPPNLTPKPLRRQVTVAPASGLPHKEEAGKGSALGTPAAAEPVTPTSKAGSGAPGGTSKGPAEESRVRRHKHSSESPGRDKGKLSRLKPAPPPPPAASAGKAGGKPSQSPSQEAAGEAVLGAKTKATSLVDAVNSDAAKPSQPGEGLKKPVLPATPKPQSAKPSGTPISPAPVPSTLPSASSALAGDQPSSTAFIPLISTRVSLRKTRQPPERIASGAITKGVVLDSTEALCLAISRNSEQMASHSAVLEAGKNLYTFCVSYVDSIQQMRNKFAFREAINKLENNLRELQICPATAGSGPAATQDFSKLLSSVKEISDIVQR
# Target sequence (Q13671 whole entry, looked up): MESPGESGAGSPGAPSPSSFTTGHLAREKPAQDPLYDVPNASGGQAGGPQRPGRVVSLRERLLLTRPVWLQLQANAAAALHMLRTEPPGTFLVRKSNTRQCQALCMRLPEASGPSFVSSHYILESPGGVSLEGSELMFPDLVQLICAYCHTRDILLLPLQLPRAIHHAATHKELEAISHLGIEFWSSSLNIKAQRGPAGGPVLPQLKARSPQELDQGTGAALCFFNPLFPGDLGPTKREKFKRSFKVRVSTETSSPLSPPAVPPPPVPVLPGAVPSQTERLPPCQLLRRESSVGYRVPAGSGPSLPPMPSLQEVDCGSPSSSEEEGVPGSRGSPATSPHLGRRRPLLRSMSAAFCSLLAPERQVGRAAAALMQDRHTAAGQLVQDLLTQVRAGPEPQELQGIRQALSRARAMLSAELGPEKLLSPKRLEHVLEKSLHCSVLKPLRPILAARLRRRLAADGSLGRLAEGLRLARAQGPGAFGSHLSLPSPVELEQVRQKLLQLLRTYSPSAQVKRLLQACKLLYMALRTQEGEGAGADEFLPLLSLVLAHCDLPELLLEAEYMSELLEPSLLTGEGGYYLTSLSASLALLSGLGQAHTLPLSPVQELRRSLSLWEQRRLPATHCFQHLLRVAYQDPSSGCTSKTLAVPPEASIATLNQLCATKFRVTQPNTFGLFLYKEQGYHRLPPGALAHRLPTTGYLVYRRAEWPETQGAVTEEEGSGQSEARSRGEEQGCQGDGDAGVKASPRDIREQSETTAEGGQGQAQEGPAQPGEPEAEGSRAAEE
# FAS-TE inh: inhibitors of human fatty acid synthase thioesterase domain; P49327; recombinant FAS-TE, OMFH fluorogenic substrate, fluorescence endpoint; inhibition, % at 15 µM; 360,000 compounds, 0.67% hits;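 active = compounds whose normalised, plate-corrected inhibition of enzyme fluorescence in the single-dose primary screen is 50% or more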;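 note: 0% = DMSO with enzyme and 100% = substrate without enzyme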
# eLon inh: inhibits E. coli Lon protease. inhibition, % at 7.94 µM. P0A9M0. purified E. coli Lon protease, fluorescence polarization. 360,000 compounds, 0.42% hits. AID 602123; in the data active = inhibition above about 13%, passing the limit was not always enough;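 note: 0% = enzyme with probe and DMSO and 100% = no enzyme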
# MT1-MMP act inh: inhibitors of human MT1-MMP activation | GFP/RFP ratio change, % at 20 µM | P50281 | AID 651647 | 360,000 compounds, 0.061% hits | HT1080 RFP-PRO-GFP cells, GFP/RFP ratio fluorescence, overnight; percent of plate control window, DMSO zero;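 active = GFP/RFP ratio change of at least 30% with cell ATP level not reduced by more than half and red fluorescence within 50% of control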; note: strong numbers were not always called active
#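 Assay system: RFP-PRO-GFP reporter HT1080 cells; read-out basis: GFP/RFP fluorescence ratio; benchmarks: DMSO wells and RFP-L50D-GFP cells; doses: 20 µM single dose, 1% DMSO; schedule: overnight cell settling, then overnight compound exposure, 37 °C, 5% CO2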
# bovine MsrA act: bovine methionine sulfoxide reductase A activation; purified bovine MsrA, absorbance read-out; activation, % at 10.6 µM; 360,000 compounds, 0.3% hits; in the data active = activation above about 7.5%;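 note: 0% = vehicle and 100% = reference activator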
# MsrA inhibitor: bovine MsrA inhibition. purified bovine MsrA, absorbance read-out. inhibition, % at 15.5 µM. 360,000 compounds, 0.75% hits. AID 651718; in the data active = inhibition above about 4.5%;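 note: 0% = vehicle wells with enzyme and 100% = reference inhibitor wells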
# CSN deneddyl inh: inhibitors of human CSN-mediated cullin deneddylation; Purified CSN, SCF-Nedd8-OG deneddylation, fluorescence polarization; inhibition, % at 12.5 µM; 360,000 compounds, 0.38% hits;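 active = pattern-corrected inhibition above about 35%, with an unprinted fluorescence ratio check between 0.5 and 1.5, limit read from the data, passing the limit was not always enough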;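 note: 0% = enzyme with substrate and 100% = substrate without enzyme; some results filed as inactive read as strong as hits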
#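 Assay system: HEK293T-derived human Csn5 enzyme; quantity: 0.24 nM enzyme; medium: Tris/NaCl/DTT buffer, pH 7.5; also added: substrate SCFSkp2-Nedd8OG, 10 nM; doses: 12.5 µM compound; schedule: 90 min reaction at room temperature; signal: FP; read-out: % inhibition of substrate cleavage by Csn5; benchmarks: substrate-only high control, full reaction low control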
# Rpn11 block: blocks the human proteasome subunit Rpn11 | O00487 | human 26S proteasome, Ub4-pepOG fluorescence polarization; 20S core pre-blocked with epoxomicin | calls only at 20 µM | 360,000 compounds, 0.59% hits | AID 588493;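 active = inhibition at 20 µM, scaled to each plate's controls, above about 33%, limit read from the data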
# An asterisk follows results filed as active; i = inactive; . = not tested or not shown; + = active, no number.
no.	Molecule	MT1-MMP act inh	FAS-TE inh	PABP1 MLLE inh	MsrA inhibitor	Rpn11 block	Rin1 Abl inh	bovine MsrA act	CSN deneddyl inh	eLon inh
1	O=C(O)CN1C(=O)/C(=C\c2ccccc2OCc2ccc(Cl)cc2)SC1=S	1	14	23	1.9	i	1	-3	5	-10
2	Fc1ccccc1/C=N/Nc1ccc(Cl)nn1	-4	-2	-9	-0.2	i	5	-1	0	-4
3	Cc1cc(NC(=O)COC(=O)C2CC(=O)N(c3ccccc3Cl)C2)no1 (configuration not stated)	0	-6	0	0.6	i	0	1	2	-5
4	COc1cccc(C(=O)Nc2cc(NC(=O)c3cccs3)ccc2C)c1OC	6	12	0	1.8	i	4	0	4	1
5	Oc1ccccc1-c1nc2ccccc2nc1-c1ccccc1	-1	4	11	1.2	i	-3	-3	-5	9
6	CN(C)CCCN(C(=O)CCc1ccccc1)c1nc2c(F)cccc2s1	-3	0	-2	0.2	i	-1	-2	-7	-5
7	COc1cccc(N2CCN(C(=S)Nc3cccc(C)c3)CC2)c1	0	-7	-109	0.9	i	-1	-9	-5	-2
8	COc1ccc(C)cc1NC(=O)CN(Cc1nnc(-c2ccc(Cl)cc2)o1)C1CCCC1	-12	24	-3	0.0	i	0	-2	3	-1
9	O=c1nc2c(O)cccn2c2c1c(=O)[nH]c1ccccc12	-53	-25	113	2.6	i	-7	-3	-33	156*
10	CN(C)S(=O)(=O)N1CCC(Oc2cccc(C(=O)NC3CCCCC3)c2)CC1	-1	1	-2	1.1	i	-1	-1	-7	-1
11	Nn1cc(-c2ccccc2)nc1SCC(=O)Nc1ccc(S(N)(=O)=O)cc1	5	-2	14	-1.7	i	-1	-3	-2	-10
12	O=c1nc2ccccc2c(NS(=O)(=O)c2ccc(Cl)cc2)n1-c1ccccc1	9	-8	8	-1.4	i	-3	0	8	-3
13	COc1ccccc1NC(=O)c1cc2ccccc2nc1C	1	-4	-5	-1.1	i	7	-3	-9	-4
14	N#C/C(=C(/O)CN1CCCC1)c1nc(-c2ccccc2)cs1	-2	-8	-37	3.5	i	-2	-4	7	-3
15	CC(C)(C)c1ccc(COn2c(=O)c(-c3ccco3)[n+]([O-])c3ccccc32)cc1	-20	2	-23	1.1	i	0	-1	4	-7
16	CC(=O)N1c2ccc(S(=O)(=O)CCC(=O)O)cc2CC1C (configuration not stated)	7	-2	2	-0.1	i	0	-9	-2	6
17	S=c1[nH]nc(-c2ccco2)n1/N=C/c1ccc(Cl)cc1	1	-6	-26	0.4	i	-2	-3	-14	7
18	CCOc1ccccc1N(CC(=O)N/N=C/c1cc(Br)ccc1OC)S(C)(=O)=O	-7	4	12	2.2	i	-3	-5	-18	-10
19	COc1ccc2[nH]cc(C(=O)NCCc3ccccc3)c(=O)c2c1	4	7	-4	0.2	i	-1	-6	3	-4
20	O=C(Oc1ccc2cccc(OC(=O)N3CCOCC3)c2c1)N1CCOCC1	-3	-4	-1	2.9	i	-5	-1	3	2
21	CCCCNC(=O)Nc1nc2ccccc2s1	1	2	11	1.2	i	1	1	9	7
22	CCn1c(SCC(=O)Nc2cc(C)on2)nnc1-c1ccc(C)cc1	3	-2	-8	0.9	i	6	-4	4	2
23	CC(=O)c1ccc(NC(=O)CSc2nc(=O)n3cccc(C)c3n2)cc1	3	-3	3	2.7	i	0	-3	4	-4
24	COc1ccccc1NC(=O)CSc1ncn[nH]1	5	-8	8	-0.8	i	0	-3	-4	0
25	Cc1nc2ccc([N+](=O)[O-])cc2nc1C	1	-2	7	3.2	i	-2	-2	7	0

# One compound at a time (already shown). Order of values: MT1-MMP act inh, FAS-TE inh, PABP1 MLLE inh, MsrA inhibitor, Rpn11 block, Rin1 Abl inh, bovine MsrA act, CSN deneddyl inh, eLon inh
# COc1ccc(C)cc1NC(=O)CN(Cc1nnc(-c2ccc(Cl)cc2)o1)C1CCCC1 as listed: -12, 24, -3, 0.0, i, 0, -2, 3, -1
# COc1ccccc1NC(=O)CSc1ncn[nH]1 as listed: 5, -8, 8, -0.8, i, 0, -3, -4, 0
# Fc1ccccc1/C=N/Nc1ccc(Cl)nn1 as listed: -4, -2, -9, -0.2, i, 5, -1, 0, -4
# Oc1ccccc1-c1nc2ccccc2nc1-c1ccccc1 as listed: -1, 4, 11, 1.2, i, -3, -3, -5, 9
# CC(=O)c1ccc(NC(=O)CSc2nc(=O)n3cccc(C)c3n2)cc1 as listed: 3, -3, 3, 2.7, i, 0, -3, 4, -4

# Next part.
no.	Molecule	MT1-MMP act inh	FAS-TE inh	PABP1 MLLE inh	MsrA inhibitor	Rpn11 block	Rin1 Abl inh	bovine MsrA act	CSN deneddyl inh	eLon inh
26	COc1ccc2sc(-c3ccccc3OC)c(-c3ccc(OC)nc3)c2c1	-3	28	-4	2.5	i	1	-2	1	9
27	CCC(C)n1nccc1NC(=O)C(C)Cl (configuration not stated)	2	-8	8	-0.6	i	0	-1	0	-6
28	N#CC1=C(N)Oc2n[nH]c(-c3ccccc3)c2C12C(=O)Nc1ccccc12 (configuration not stated)	-4	-5	-5	0.2	i	4	-4	-3	-8
29	CN(C)c1cccc(C(=O)OCC(=O)NC2CCCC2)c1	2	-2	-13	-0.5	i	1	-1	-1	-5
30	CCCCN1C(=O)C(NC(C)=O)c2ccccc21 (configuration not stated)	-1	-10	6	0.6	i	-1	-4	2	-3
31	COc1ccc(S(=O)(=O)Nc2c(F)cccc2F)cc1	1	-5	-10	2.1	i	4	-5	3	-15
32	O=C(/C=C/c1ccc(F)cc1)Nc1cccc(S(=O)(=O)N2CCOCC2)c1	-1	10	8	-0.2	i	3	-3	0	-3
33	COc1ccc(-c2noc3c2-c2nc(-c4ccc(C)cc4)sc2CC3)cc1	-1	30	4	-0.7	i	-1	1	-2	1
34	Nc1nc(N)c(N=Nc2ccc(S(N)(=O)=O)cc2)c(=O)[nH]1	5	-4	6	0.1	i	-6	-2	8	-3
35	Cc1ccc(S(=O)(=O)N2CCC(C(=O)N3CCC(C(=O)NCc4cccnc4)CC3)CC2)cc1	-6	-6	-4	0.3	i	5	-7	-1	2
36	O=C(c1ccco1)N1CCN=C1SCc1ccccc1Cl	1	10	10	0.3	i	-1	-1	1	3
37	C=CCc1c(C)nc(-c2ccccc2)nc1Nc1ccccc1O	-55	17	0	-1.7	+	-1	-13	26	-20
38	O=C(NCc1ccco1)c1cccs1	3	-4	4	0.2	i	2	0	4	3
39	O=C(Nc1cc(S(=O)(=O)Nc2ccccc2Cl)ccc1O)c1ccc(F)cc1F	11	-11	1	0.0	i	0	-2	1	0
40	Cn1cc(S(=O)(=O)Oc2ccccc2)c(=O)n(C)c1=O	.	-9	3	2.2	i	-4	-13	-5	-9
41	Nc1c(C2=NCCO2)nnn1Cc1ccccc1	3	-8	-2	-0.9	i	0	-11	-2	1
42	CCn1cc(CN2CCC(C(=O)Nc3cccc(-c4cccc(OC)c4)c3)CC2)c(C)n1	-4	-7	5	1.5	i	-1	-2	2	-10
43	Cc1ccc(C(=O)N/C(=C\c2cccnc2)C(=O)N2CCCC2)cc1	3	-5	8	-0.3	i	4	-6	0	4
44	COc1ccc(N(CC(=O)N2CCN(c3ccccc3F)CC2)S(=O)(=O)c2c(C)n[nH]c2C)cc1	-1	2	11	0.8	i	3	-2	-2	-7
45	Fc1cccc(CNc2ncnc3cc(Cl)ccc23)c1F	-7	7	-3	-0.5	i	-2	-3	2	-1
46	CCCCCCCCNc1nc(Cl)nc(NCCN2CCOCC2)n1	1	-13	4	-1.6	i	0	-4	2	-3
47	OCC[C@H]1C[C@@H](O)[C@H](O)[C@@]2(OCc3ccccc32)O1	-3	-1	16	-0.2	i	4	-5	0	6
48	CC(=O)c1cccc(NC(=S)NNC(=O)c2ccc(C)c([N+](=O)[O-])c2)c1	.	13	16	1.0	i	3	-10	-5	1
49	CC(C)n1c(SCC(=O)N2CCCCC2)nc2c1c(=O)n(C)c(=O)n2C	-1	-6	-11	-1.7	i	3	-2	-5	-7
50	O=C1CC/C=C\C[C@@H](CC(=O)N(CCO)Cc2ccccc2)C(=O)N2CCC[C@H]2CO1	3	-2	1	1.3	i	1	-2	3	-2
51	CCN/C=C(\C#N)S(=O)(=O)c1ccc(Br)cc1	3	-4	-2	-0.8	i	-1	-1	100*	-9
52	Cc1ccc(NC(=O)c2c(C)noc2C)cc1	0	-5	-9	-0.1	i	4	-9	0	-1
53	Nc1ccc(S(=O)(=O)Nc2ccc(C(=O)c3ccccc3)cc2)cc1	2	0	-1	2.4	i	2	-3	-5	-11
54	NC(=O)CC(NC(=O)Cc1ccc(Br)cc1)c1ccc(NCc2ccc(F)cc2)c([N+](=O)[O-])c1 (configuration not stated)	11	2	-28	2.9	i	-1	-2	3	-61
55	CCOC(=O)c1ccc(NC(=O)c2cc(S(=O)(=O)N3CCOCC3)cn2C)cc1	4	0	3	-0.8	i	1	1	-5	-3
56	Cc1cc(NC(=O)c2cc(-c3ccc(O)cc3)on2)no1	0	-1	-3	2.8	i	-3	-2	-2	4
57	Oc1ccccc1-c1nc(N2CCCC2)c2ccccc2n1	-2	20	-9	-1.1	i	-2	-7	1	-1
58	CCc1ccc(OCc2ccc(C(=O)OC)o2)cc1	3	12	1	1.1	i	-2	-8	-2	2
59	CCOC(=O)N1CCC(N(CCCOC)C(=O)Nc2ccc(CC)cc2)CC1	2	-2	-9	-1.3	i	4	-7	8	-11
60	CCCC(=O)c1ccc(N2CCCCC2)c(F)c1	0	21	5	0.0	i	1	-3	-3	-7
61	COc1cccc(-n2c(Cc3cc(=O)[nH]c(=O)[nH]3)nnc2SCC(=O)NC2CCCCC2)c1	-1	-4	30	1.1	i	-2	-2	-1	8
62	O=C(O)c1cc(S(=O)(=O)N2CCOCC2)c(Sc2ccccn2)cc1Sc1ccccn1	-1	-8	11	0.1	i	4	-6	-2	-7
63	O=C(O)/C=C\C(=O)Nc1ccc(N2CCN(c3cccc(Cl)c3)CC2)cc1	6	-4	-5	-0.5	i	6	-1	3	-2
64	O=C(Nc1nnc(-c2ccco2)o1)c1cccc(Cl)c1	0	-3	4	1.0	i	-7	0	-3	-3
65	Cc1ccc([C@H]2C[C@@H](n3cc(-c4ccc(F)cc4)nn3)[C@H](O)CN2C(=O)c2cccs2)cc1	1	6	10	-0.4	i	-2	4	1	-7
66	O=C(c1ccc(F)cc1Cl)N1CCN(CCc2ccccc2)CC1	0	-3	7	-1.4	i	-1	-2	-4	-5

# 4 compounds from above, limited to MT1-MMP act inh and PABP1 MLLE inh:
no.	smiles	MT1-MMP act inh	PABP1 MLLE inh
54	NC(=O)CC(NC(=O)Cc1ccc(Br)cc1)c1ccc(NCc2ccc(F)cc2)c([N+](=O)[O-])c1 (configuration not stated)	11	-28
55	CCOC(=O)c1ccc(NC(=O)c2cc(S(=O)(=O)N3CCOCC3)cn2C)cc1	4	3
56	Cc1cc(NC(=O)c2cc(-c3ccc(O)cc3)on2)no1	0	-3
57	Oc1ccccc1-c1nc(N2CCCC2)c2ccccc2n1	-2	-9

# Bioassay records deposited in PubChem BioAssay by several laboratories.
